APP 5'UTR act: APP 5'UTR luciferase reporter activation | SH-SY5Y APP 5'UTR luciferase reporter, luminescence; zero percent = DMSO vehicle wells | activation, % at 2 µM | 190,000 compounds, 1% hits | AID 1276;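 active means activation above a set limit, based on mean plus 3 SD of controls, cut at about 140% in these data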; further: values of inactives mirror those of a sister screen read the other way
NF-kB neuron act: NF-kB expression increase, human neuronal cells; NF-kB reporter expression; stronger effect = higher value; fold change at 12.5 µM; 190,000 compounds, 1.6% hits; AID 1239; in the data active means fold change above about 3.3
PMI activator: phosphomannose isomerase (human) activation; purified human PMI, coupled resazurin fluorescence, 20 min; stronger effect = higher value; 1 = vehicle control, 0 substrate-free wells; P34949; 190,000 compounds, 0.005% hits; AID 1214; activation factor at 20 µM;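 active means activation factor of 2 or more at 20 µM, relative to plate controls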
Target sequence (P34949 whole entry, looked up): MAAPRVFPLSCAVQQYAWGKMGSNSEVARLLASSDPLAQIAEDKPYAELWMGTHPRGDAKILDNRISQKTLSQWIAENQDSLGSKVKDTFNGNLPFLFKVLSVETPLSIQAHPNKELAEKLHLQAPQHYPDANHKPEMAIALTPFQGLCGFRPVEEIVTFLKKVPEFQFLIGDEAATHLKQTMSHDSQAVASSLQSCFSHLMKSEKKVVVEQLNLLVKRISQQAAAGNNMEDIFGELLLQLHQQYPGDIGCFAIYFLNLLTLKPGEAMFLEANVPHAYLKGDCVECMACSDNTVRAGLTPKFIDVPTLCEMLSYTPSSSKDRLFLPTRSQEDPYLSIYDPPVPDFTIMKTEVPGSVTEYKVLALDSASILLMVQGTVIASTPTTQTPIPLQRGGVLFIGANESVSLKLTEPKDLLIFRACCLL
TNAP act hiacc: increases human TNAP activity under high phosphate acceptor concentration. P05186. purified TNAP, CDP-star luminescence, 1 M DEA, 30 min; stronger effect = higher value; 0 = EDTA background, 1 = DMSO-only activity. activation factor at 20 µM. 200,000 tested, under 10 active. AID 1136;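 active means activation factor at least 2 at 20 µM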
Target sequence (P05186 whole entry, looked up): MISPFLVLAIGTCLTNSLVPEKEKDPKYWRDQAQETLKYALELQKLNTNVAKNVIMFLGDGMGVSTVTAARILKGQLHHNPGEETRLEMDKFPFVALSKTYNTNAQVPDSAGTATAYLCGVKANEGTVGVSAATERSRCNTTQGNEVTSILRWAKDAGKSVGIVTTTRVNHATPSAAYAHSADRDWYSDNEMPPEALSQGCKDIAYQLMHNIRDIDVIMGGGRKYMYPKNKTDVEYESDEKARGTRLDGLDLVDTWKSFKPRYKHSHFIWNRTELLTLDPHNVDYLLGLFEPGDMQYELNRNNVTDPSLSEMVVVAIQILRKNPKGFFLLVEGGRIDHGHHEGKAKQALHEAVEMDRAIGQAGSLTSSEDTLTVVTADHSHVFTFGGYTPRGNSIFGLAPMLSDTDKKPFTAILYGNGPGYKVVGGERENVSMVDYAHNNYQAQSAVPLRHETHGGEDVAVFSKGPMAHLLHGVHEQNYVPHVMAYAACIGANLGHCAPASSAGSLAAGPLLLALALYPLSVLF
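Measured by: Luminescent substrate turnover signal | Test system: Human TNAP | Input: TNAP 1/800 final | Dosing: 20 µM single point | Schedule: 30 min, room temperature | Controls: EDTA wells as negative control, DMSO wells as positive control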
PMI act hi M6P: activators of human phosphomannose isomerase at near-saturating mannose 6-phosphate | P34949 | coupled PMI enzyme assay, resazurin fluorescence, 20 min; stronger effect = higher value; 1 = untreated enzyme, 0 = substrate-free blank | activation factor at 20 µM | 190,000 compounds, 0.34% hits | AID 1216;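 active means activation factor of 2 or more at 20 µM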
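Test system: human phosphomannose isomerase with PGI, G6PDH, diaphorase coupling enzymes / Doses: 20 µM compound, 1% DMSO / Times: enzyme reaction with compound 20 min at room temperature / Measured by: Diaphorase-driven resazurin-to-resorufin fluorescence, excitation 544, emission 590 nm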
FLuc inh counter: Photinus pyralis luciferase inhibition counter-screen; ATPLite firefly luciferase biochemical luminescence, 10 min; inhibition, % at 10 µM; 200,000 compounds, 1.5% hits; P08659;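 active means inhibition above about 50% when tested at 10 µM, limit read from the data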
TNAP inh hiacc: blocks human TNAP under high phosphate acceptor concentration; purified TNAP, CDP-star luminescence, 1 M DEA; inhibition, % at 20 µM; 200,000 compounds, 0.03% hits;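 active means over 50% inhibition of tissue-nonspecific alkaline phosphatase at 20 µM in the single-dose screen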;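 further: plate controls were DMSO wells for no effect and EDTA-quenched wells as full inhibition for full effect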
bIAP act: increases bovine intestinal alkaline phosphatase activity; purified bovine IAP, CDP-star luminescence, 30 min; stronger effect = higher value; fold of DMSO-control signal, blank-subtracted; activation factor at 20 µM; 200,000 compounds, 0.17% hits;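 active means activation factor of 2 or more at 20 µM, a signal rise over negative controls twice the positive control's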
FLuc act counter: affects firefly luciferase, flagging false hits in luciferase stimulation screens | P08659 | ATPlite luciferase biochemical, luminescence, 10 min; 0 = ATP-free wells, 1 = DMSO control | activation factor at 10 µM | 200,000 tested, under 10 active;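 active means luciferase activation factor, scaled between plate controls, of at least 2 with compound at 10 µM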
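Assay system: Luciferase/luciferin reagent mix; Medium: PBS as buffer for the ATP substrate; Dosing: test compounds dosed from 2 mM stocks in 100% DMSO; Times: 10 min, room temperature; Signal: luminescence from luciferase reaction; Read-out: luciferase activation; Controls: No-ATP low control, compound-free enzyme-plus-ATP high control.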
TNAP inh no acc: inhibitors of human TNAP without phosphate acceptor; purified TNAP, CDP-star luminescence, 30 min; 200,000 compounds, 0.26% hits; AID 1012; P05186; inhibition, % at 20 µM;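 active means tissue-nonspecific alkaline phosphatase inhibition above about 50% at 20 µM in the single-dose screen, limit read from the data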;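 further: 0% = DMSO negative control and 100% = EDTA positive control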
Active calls of the source: *; . = no result given.

SMILES	APP 5'UTR act	NF-kB neuron act	PMI activator	TNAP act hiacc	PMI act hi M6P	FLuc inh counter	TNAP inh hiacc	bIAP act	FLuc act counter	TNAP inh no acc
COC(=O)C(CCSC)NC(=O)c1cc2c(n(-c3ccccc3)c1=O)CC(C)(C)CC2=O (stereo not drawn)	-10	1.1	1.2	1	1.1	-6	4	1	1.1	-4
Nc1nc(NCc2ccccc2)nc(Nc2cccc(F)c2)c1[N+](=O)[O-]	26	0.89	1	1	1	-7	-2	1	1.1	-4
O=C(NNC(=O)C1CCCO1)c1ccc(Cl)cc1 (stereo not drawn)	12	1.5	0.9	1	0.9	-1	-1	1.3	1	-14
Fc1ccc(-c2nnc(SCc3cccnc3)o2)cc1	37	1.9	1	1	1	6	-3	1	0.9	-2
CON(C)c1nc(OCCNC(=O)COc2ccc(Cl)cc2C)nc(N(C)C)n1	-8	1.4	1	1	0.9	-2	2	1	1	-5
Cc1cc(C)n2nc(-c3ccco3)nc2n1	1	1.2	1	1	1	3	3	0.9	1	-4
CNC(=O)C1=C(C)Nc2nc3ccccc3n2C1c1cccc(OC)c1 (stereo not drawn)	0	1.1	1	1.1	1.1	-2	-5	1.1	1	-6
Cc1nn(C)c(C)c1N=Cc1c(O)ccc2ccccc12	-3	0.92	0.7	1	0.5	0	-3	0.9	1	-3
O=C(O)CN1C(=O)c2cccc(Oc3ccc(Cl)cc3)c2C1=O	-11	1.1	1	1	1	3	-5	0.9	1	-12
COc1cc(S(=O)(=O)N2CCOCC2)ccc1NC(=O)CN1c2cccc3cccc(c23)S1(=O)=O	-6	0.96	1.1	1	0.8	-8	-4	0.9	1.1	4
CNC(=O)c1c(Cl)cnn1-c1ccc(F)cc1	8	1.6	0.8	1.1	0.9	4	-9	1.1	1	-8
COCCn1nnnc1C1(N(Cc2cc3cc(C)ccc3[nH]c2=O)CC2CCCO2)CCN(C)CC1 (stereo not drawn)	.	.	0.9	1.1	0.9	-7	-6	1.1	1.1	-10
Cc1ccc(N(CC(=O)Nc2ccccc2C(=O)N2CCOCC2)S(C)(=O)=O)cc1	-12	1	1	1.1	1.1	-3	-5	1.1	1	-11
CCCn1nc2cc(C(=O)NCc3ccccc3OC)ccc2c1OCC	12	1.3	0.9	1	1	1	-4	1	1	-7
CCSc1nc(C(F)(F)F)cc(=O)n1-c1ccccc1	-6	0.98	1	1	1.1	-2	-2	0.9	1	-7
CCN(CC)CCC(=O)NN	5	1	1	1	0.9	0	-2	1.2	1	-1
O=C(CC(c1ccccc1)c1ccccc1O)NCc1ccccc1 (stereo not drawn)	-6	1.2	1	1	0.9	-6	-3	1	1.1	0
O=C(Nc1cnn(Cc2c(Cl)cccc2Cl)c1)C(c1ccccc1)c1ccccc1	-78	0.53	0.9	1.1	0.9	-10	-6	1	1.1	-7
O=C(COC(=O)c1ccccc1NC(=O)c1ccccc1)c1cccc([N+](=O)[O-])c1	-3	1.3	1.4	1	1.1	-2	-2	1.1	1	1
CCCCn1c(O)c(N=NC(=O)c2ccccc2NS(=O)(=O)c2cccs2)c2ccccc21	-22	0.98	1.1	1	1	-1	1	0.9	1	1
Cc1ccc(OCc2nc(-c3ccc(Cl)cc3)n[nH]2)cc1	0	1.2	0.7	1	0.8	-4	0	1	1	13
O=C(Nc1ccccc1)NC1CC2CCC(C1)N2Cc1nnnn1Cc1ccc2c(c1)OCO2 (stereo not drawn)	19	1	1	1.1	1	-10	-8	1.8	1.1	-42
COc1ccc(Cc2n[nH]c(=S)n(N)c2=O)cc1	-7	1	0.9	1	0.9	-6	-5	0.9	1.1	-16
CC(C)NC(=O)CSc1nnc2sc3ccccc3n12	15	1.5	0.9	1	0.9	-5	-4	0.9	1.1	-9
CCOC(=O)N1CCN(Cc2nc3c(c(=O)n(C)c(=O)n3C)n2Cc2ccccc2C)CC1	-1	1.3	0.9	1	1	-3	-2	1.2	1	-6

Carrying on.
SMILES	APP 5'UTR act	NF-kB neuron act	PMI activator	TNAP act hiacc	PMI act hi M6P	FLuc inh counter	TNAP inh hiacc	bIAP act	FLuc act counter	TNAP inh no acc
Cn1c(SCC(=O)NC2CCCCC2)nnc1-c1cc2ccccc2o1	-14	1.2	1	1.1	1	4	-6	1	1	-6
COc1ccc(C2=[N+]([O-])C(C)(C)N(O)C2C)cc1 (stereo not drawn)	-13	1.1	1.1	1	1.1	-10	-1	1	1.1	-14
Cc1cc(C)cc(N2CN=C3SCC(=O)N3C2)c1	-27	1.1	1	1	0.9	-7	-3	0.8	1.1	-16
CCn1c(SCC(=O)Nc2ccccc2F)nc2c(c1=O)SC(C)C2 (stereo not drawn)	-9	1.1	1	1	1	-4	0	2*	1	3
Cc1cc2cc(CNC(=O)CCC(=O)O)ccc2n1C	3	1.1	1.1	0.9	0.6	6	6	1.1	0.9	-3
CC1CC(C)CN(S(=O)(=O)c2ccc(C(=O)NCCCn3ccnc3)cc2)C1 (stereo not drawn)	-73	0.84	1.1	1	1.1	-4	-3	1.1	1	18
COc1ccc(Br)cc1/C=N/NC(=O)C(c1ccncc1)N1CCOCC1 (stereo not drawn)	-2	1	1	1.1	1	-7	-5	0.9	1.1	-6
CC(C)(C)NC(=O)CSc1nc2ccc(NC(=O)CSc3nnnn3Cc3ccccc3)cc2s1	-8	0.52	0.9	1	0.9	-2	-4	0.9	1	-11
COc1ccc(NC(=O)CCCCCN2C(=O)CCC2=O)cc1Cl	12	1.2	1	1	1	-6	-2	0.9	1.1	6
O=C(Nc1nnc(-c2ccccc2F)s1)Nc1ccccc1F	64	1.1	1	1.1	1	-6	-6	1.1	1.1	-11
COc1ccc(C(=O)NCCSc2ccccn2)cc1	242*	3.9*	1	1.1	1	19	-5	0.9	0.8	-7
COc1cccc(NC(=O)Cn2c(-c3cncs3)nc3ccccc32)c1	9	0.85	0.9	1	0.9	-4	-2	1.6	1	-12
COc1cc(OC)c(C(=O)NNC(=S)NC2CCCCC2)cc1OC	3	1.1	1.1	1.1	1	-9	-5	1	1.1	-104
CC1=CC(C)C(/C=N/n2cnnc2)C(C)C1 (stereo not drawn)	-7	1.3	1	1	0.8	-5	3	0.9	1.1	-9
O=C(c1cc(F)ccc1F)C1CCCN(C(=O)c2cccs2)C1 (stereo not drawn)	12	0.94	0.9	1.1	0.9	-1	-6	0.9	1	-12
O=C(O)CC/C(=C\c1cc([N+](=O)[O-])ccc1Cl)c1nc2ccccc2s1	4	1	1	1	0.9	-2	0	1	1	-12
CNC(=O)COc1ccc(S(=O)(=O)Nc2ccc(OC)cc2)cc1	42	0.96	0.9	1	0.9	-9	-4	1	1.1	-4
CCN=C1SC(CC(=O)NC(N)=O)C(=O)N1CC (stereo not drawn)	-4	0.99	0.9	1	0.9	-2	3	0.9	1	-6
Cc1ccc(C)c(C(=O)COC(=O)CCCC(=O)Nc2cc(C(F)(F)F)ccc2Cl)c1	-14	0.89	0.8	1	0.9	38	-1	0.9	0.6	-10
O=c1c(F)cn(C2CCCO2)c(=O)n1Cc1c(Cl)cccc1Cl (stereo not drawn)	-8	1	1	1	1	-3	-2	1	1	-9
CC(=O)Nc1cc(-n2cnnn2)ccc1C	8	1	1	1.1	1.1	-10	-7	0.9	1.1	-10
O=C1c2ccccc2-c2c1cccc2C(=O)N1CCN(C(=O)c2ccco2)CC1	0	0.97	1	1	1	-8	-5	0.9	1.1	-9
CC(=O)N(CCC(Cc1ccccc1)c1ccc2c(c1)OCO2)Cc1ccc(Cl)cc1 (stereo not drawn)	3	0.85	0.8	1	0.8	-3	-1	1	1	-7
O=C(NCc1ccco1)c1ccc(-c2ccccc2Cl)o1	25	2.4	1	1.1	1	2	-5	0.7	1	-11
O=C(Nc1nc2ccccc2n1CCN1CCCCC1)C1CCCCC1	5	0.77	1	1.1	1	-9	-6	1.2	1.1	-10

Look-ups from the entries so far:
For FLuc inh counter, COCCn1nnnc1C1(N(Cc2cc3cc(C)ccc3[nH]c2=O)CC2CCCO2)CCN(C)CC1 (stereo not drawn) shows -7
For TNAP inh hiacc, COc1cc(OC)c(C(=O)NNC(=S)NC2CCCCC2)cc1OC shows -5
For bIAP act, Cc1cc(C)n2nc(-c3ccco3)nc2n1 shows 0.9
For APP 5'UTR act, CCN=C1SC(CC(=O)NC(N)=O)C(=O)N1CC (stereo not drawn) shows -4
For NF-kB neuron act, O=C(c1cc(F)ccc1F)C1CCCN(C(=O)c2cccs2)C1 (stereo not drawn) shows 0.94

Exported field by field: part of the list above
canonical_smiles: Cc1cc(C)cc(N2CN=C3SCC(=O)N3C2)c1
  APP 5'UTR act: -27; NF-kB neuron act: 1.1; PMI activator: 1; TNAP act hiacc: 1; PMI act hi M6P: 0.9; FLuc inh counter: -7; TNAP inh hiacc: -3; bIAP act: 0.8; FLuc act counter: 1.1; TNAP inh no acc: -16
canonical_smiles: O=C(c1cc(F)ccc1F)C1CCCN(C(=O)c2cccs2)C1 (stereo not drawn)
  APP 5'UTR act: 12; NF-kB neuron act: 0.94; PMI activator: 0.9; TNAP act hiacc: 1.1; PMI act hi M6P: 0.9; FLuc inh counter: -1; TNAP inh hiacc: -6; bIAP act: 0.9; FLuc act counter: 1; TNAP inh no acc: -12

Quoted from above, 5 compounds:
SMILES	APP 5'UTR act	NF-kB neuron act	PMI activator	TNAP act hiacc	PMI act hi M6P	FLuc inh counter	TNAP inh hiacc	bIAP act	FLuc act counter	TNAP inh no acc
CC(=O)Nc1cc(-n2cnnn2)ccc1C	8	1	1	1.1	1.1	-10	-7	0.9	1.1	-10
O=C1c2ccccc2-c2c1cccc2C(=O)N1CCN(C(=O)c2ccco2)CC1	0	0.97	1	1	1	-8	-5	0.9	1.1	-9
CC(=O)N(CCC(Cc1ccccc1)c1ccc2c(c1)OCO2)Cc1ccc(Cl)cc1 (stereo not drawn)	3	0.85	0.8	1	0.8	-3	-1	1	1	-7
O=C(NCc1ccco1)c1ccc(-c2ccccc2Cl)o1	25	2.4	1	1.1	1	2	-5	0.7	1	-11
O=C(Nc1nc2ccccc2n1CCN1CCCCC1)C1CCCCC1	5	0.77	1	1.1	1	-9	-6	1.2	1.1	-10

Source: PubChem
